Shiga inhibitor = blocks Shiga toxin action in Vero cells. actives 9.2% (n = 290,000). AID 2315. inhibition, % at 38.7 µM. Vero cells, Shiga toxin protein synthesis inhibition reporter; in the data active = inhibition mostly above about 28%, no sharp cut-off; inactive = mostly below about 43%; also: 0% is about no effect
AMA1-RON2 inh = inhibitors of Plasmodium falciparum AMA1-RON2 interaction; AlphaScreen AMA1-biotinylated RON2 peptide binding; Potency, µM (titrated, usually from 58.2 µM), for inactives: at the highest dose activity change, negative = inhibition, actives largely listed as inhibitors; actives 0.2% (n = 360,000); AID 720542;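 also: potency is read from the fitted curve at half-maximal effect; 0% = vehicle wells and -100% = peptide control; nearly all actives have a fitted effect of over 45% in size; some results filed as inactive show a strong effect at the top dose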
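AMA1 (3D7) with his tag at 25 nM final met compounds first, then biotinylated RON2 peptide at 25 nM; detection used donor plus acceptor beads, 10 µg/mL apiece, read by AlphaScreen after 30 min at room temperature.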
Pf growth 48h = inhibits P. falciparum growth in the first generation, 48 h; P. falciparum luciferase growth in erythrocytes, 48 h; Potency, µM (doses to about 28.7 µM), for inactives: at the top dose activity change, negative = inhibition, usual class: inhibitors; actives 5.9% (n = 310,000); also: potency is read from the fitted curve at half-maximal effect; % is scaled to controls: 0 for no effect and ±100 for the full control effect
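Firefly luciferase activity from engineered P. falciparum reports growth; inhibitors lower the luminescent signal. Cultures contained 2% hematocrit erythrocytes at 0.1% final parasitemia.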
Cycloheximide cs = counter-screen for Shiga toxin inhibitors: cycloheximide protein synthesis inhibition | cell reporter, cycloheximide protein synthesis inhibition counterscreen | actives 12% (n = 300,000) | max response, %; in the data active = max response mostly above about 13%, no sharp cut-off; inactive = mostly below about 14%; also: read at 38.3 µM for the half of the compounds with a filed dose; 0% is about no effect
LmPK inh = LmPK (Leishmania mexicana) enzyme inhibition; purified LmPK, Kinase-Glo ATP luminescence, 1 h; Potency, µM (top dose mostly 57.5 µM), inactives show at the top dose activity change, negative = inhibition, usual class: inhibitors; actives 0.37% (n = 290,000); AID 1721; also: potency is read from the fitted curve at half-maximal effect; % is scaled to controls: 0 for no effect and ±100 for the full control effect
Target sequence (Q27686 whole entry, looked up): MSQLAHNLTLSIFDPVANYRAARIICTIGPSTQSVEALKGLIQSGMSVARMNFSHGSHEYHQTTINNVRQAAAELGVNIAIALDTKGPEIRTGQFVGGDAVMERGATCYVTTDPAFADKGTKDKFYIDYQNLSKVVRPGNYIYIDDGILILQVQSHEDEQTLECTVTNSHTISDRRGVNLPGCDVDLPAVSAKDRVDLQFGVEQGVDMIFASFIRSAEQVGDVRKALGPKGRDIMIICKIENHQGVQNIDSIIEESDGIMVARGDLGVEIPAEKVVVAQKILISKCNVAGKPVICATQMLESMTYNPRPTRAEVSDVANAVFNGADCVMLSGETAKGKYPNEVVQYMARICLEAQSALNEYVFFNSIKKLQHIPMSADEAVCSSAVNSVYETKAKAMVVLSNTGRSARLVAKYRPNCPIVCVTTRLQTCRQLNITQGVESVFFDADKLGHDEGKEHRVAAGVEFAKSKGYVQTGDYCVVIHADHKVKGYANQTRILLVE
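Screened at intermediate enzyme activity to detect both inhibitors and activators: LmPK at 0.1 nM, with a 0.5 nM enzyme column as activation reference. PEP 0.5 mM, ADP 0.1 mM; ATP detected by luminescence after 1 h.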
Tb PYK inh = blocks Trypanosoma brucei pyruvate kinase. TbPYK enzyme, Kinase-Glo Plus ATP luminescence, 45 min. Potency, µM (top dose mostly 76.8 µM), inactives show at the highest dose activity, negative = inhibition, usual class: inhibitors. actives 0.12% (n = 410,000); also: potency is read from the fitted curve at half-maximal effect; % is scaled to controls: 0 for no effect and ±100 for the full control effect; nearly all actives have a fitted effect of over 50% in size
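Enzyme and substrate buffer are dispensed first and compound is pin-transferred. ADP at 130 uM final then starts the reaction, which runs 45 min at room temperature. Detection reagent is added for 10 min before luminescence is imaged.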
Pf growth 96h = P. falciparum growth inhibition at 96 hour, primary screen for plastid delayed-death inhibitors | P. falciparum luciferase reporter growth, 96 h | Potency, µM (series often up to 28.7 µM), inactives show at the highest dose activity change, negative = inhibition, actives largely listed as inhibitors | actives 6.9% (n = 320,000); also: potency is read from the fitted curve at half-maximal effect; % is scaled to controls: 0 for no effect and ±100 for the full control effect
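Readout is luminescence from an integrated firefly luciferase in P. falciparum. Red cells, 2% hematocrit and 0.05% parasitemia final, were cultured with compound through two parasite generations (96 hours) at 37 C, 5% CO2.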
Starred values were filed as active, the others as inactive; ? = inconclusive; / = not tested or not shown; & = joins results of further samples; [ ] = remark or other dose. Unless noted, calls follow the shape of the dose curve; as a rule, active = well fitted curve in the direction sought with a large enough effect; inconclusive = small, poorly fitted or top-dose-only effect, or another doubt; inactive = no such curve, though single readings can be large; an effect the other way counts as inactive or inconclusive.

| entry | molecule | Pf growth 48h | LmPK inh | Tb PYK inh | AMA1-RON2 inh | Pf growth 96h | Shiga inhibitor | Cycloheximide cs |
| --- | --- | --- | --- | --- | --- | --- | --- | --- |
| 1 | NC(CO)C12CC3CC(CC(C3)C1)C2 (centres undefined) | 15% | 6% | 2% | 1% | -5% | -20 | 1 |
| 2 | COc1ccc(-c2c(-c3ccccc3OC)oc3ccccc23)cn1 | ? | / | 3% | 7% | ? | / | / |
| 3 | O=C(c1cccs1)N(C(=O)c1cccs1)c1ccccn1 | / | 0% | -9% | 3% | -69% | 40 | 21* |
| 4 | COC(=O)c1ccccc1S(=O)(=O)N1CCC(C(=O)N2CCC2)CC1 | 11% | / | 0% | -3% | -3% | / | / |
| 5 | COc1cccc(N2CCN(C(=O)C3CCCN(S(=O)(=O)c4ccc5c(c4)oc(=O)n5C)C3)CC2)c1 (centres undefined) | ? | 12% | 0%&-1% | 3% | 1% | 3 | -2 |
| 6 | CC1Sc2ccc(S(=O)(=O)N3CCN(c4ccccc4)CC3)cc2NC1=O (centres undefined) | -10% | -4% | 2% | -4% | ? | -8 | -2 |
| 7 | COc1ccc(C2C3=C(CC(C)(C)CC3=O)N(C)C3=C2C(=O)CC(C)(C)C3)cc1 | -15% | -3% | 5% | -10% | ? | -8 | -3 |
| 8 | O=C(NCCN1CCCCC1)c1cc(OCC(F)(F)F)ccc1OCC(F)(F)F | 45%[activator] | 1% | 4% | -5% | 53%[activator] | -9 | -2 |

More compounds
| entry | molecule | Pf growth 48h | LmPK inh | Tb PYK inh | AMA1-RON2 inh | Pf growth 96h | Shiga inhibitor | Cycloheximide cs |
| --- | --- | --- | --- | --- | --- | --- | --- | --- |
| 9 | Cc1ccc(NC(=S)N2CCCC(c3nc4ccccc4[nH]3)C2)cc1 (centres undefined) | -18% | 4% | -4% | 4% | -14% | -7 | 7 |
| 10 | Cc1cc(=O)[nH]c(N/N=C/c2ccc(F)cc2)n1 | 40%[activator] | -16% | 3% | 78%[activator] | -53% | 9 | 13* |
| 11 | CCOC(=O)N1CCN(C(=O)c2cn(C)c3ccc(S(=O)(=O)N4CCOCC4)cc3c2=O)CC1 | 9% | 1% | -9% | -1% | 12µM* | -14 | -2 |
| 12 | CCCCn1c(=O)n(C)c(=O)c2c(C(F)(F)F)cc(-c3ccncc3)nc21 | ? | 0% | 0% | -10% | / | -23 | -1 |
| 13 | Cc1nn(-c2ccc(F)cc2)c(Cl)c1/C=C1\C(=O)Nc2ccccc21 | -32% | 4% | -6% | -9% | ? | -9 | 4 |
| 14 | COc1ccccc1CCNC(=O)C(=O)c1cn(CC(=O)N2CCOCC2)c2ccccc12 | 28% | -8% | -7% | -11% | ? | 80* | 61* |
| 15 | N=c1c(C(=O)NCC2CCCO2)cc2c(=O)n3ccccc3nc2n1Cc1ccccc1 (centres undefined) | ? | -3% | -10% | 11% | ? | -8 | 1 |
| 16 | C[n+]1cccc2cccc([O-])c21 | 3.3µM* | -3% | -4% | ? | ? | -4 | 1 |

The results go on:
| entry | molecule | Pf growth 48h | LmPK inh | Tb PYK inh | AMA1-RON2 inh | Pf growth 96h | Shiga inhibitor | Cycloheximide cs |
| --- | --- | --- | --- | --- | --- | --- | --- | --- |
| 17 | O=C(O)C1CC(O)CN1c1nc(Cl)ccc1[N+](=O)[O-] (centres undefined) | 2% | 2% | -3% | -6% | 16% | -6 | -2 |
| 18 | COC(=O)CN1C(=O)[C@H]2[C@@H](/C=C/c3ccccc3)N3C(=O)CN(Cc4ccccc4)C(=O)[C@@]3(Cc3ccccc3)[C@H]2C1=O | -26% | 4% | 2% | 0% | ? | -3 | -4 |
| 19 | NS(=O)(=O)c1cnccc1Nc1ccc(Cl)c(Cl)c1 | -7% | 1% | 6% | 24%[2.32 µM] | ? | 1 | -3 |
| 20 | Cc1cc(C)c(S(=O)(=O)N2CCCCC2CCNC(=O)C(=O)NC2CC2)c(C)c1 (centres undefined) | 9.3µM* | / | -6% | 3% | ? | / | / |
| 21 | CC(Oc1ccc(Cl)cc1)C(=O)N/N=C/c1ccsc1 (centres undefined) | 19% | 8% | -1% | 32%[activator] | -1% | 7 | -3 |
| 22 | CCCCOc1ccc(C2NC(=O)NC(C)=C2C(C)=O)cc1OCC (centres undefined) | ? | 0% | -2% | 28% | -13%[5.75 µM] | -15 | -1 |
| 23 | CCOC(=O)[C@H]1[C@H]2COc3ccc(Cl)cc3[C@@H]2N2C(=O)c3cc(Br)ccc3NC(=O)[C@@]12C | ? | / | 1% | -2% | ? | / | / |
| 24 | O=C(O)c1ccc(-c2ccc(/C=C3\NC(=O)N(Cc4ccc(Cl)cc4)C3=O)o2)cc1Cl | 15µM* | -1% | -20% | -20% | -4% | -6 | 11 |

Next entries
| entry | molecule | Pf growth 48h | LmPK inh | Tb PYK inh | AMA1-RON2 inh | Pf growth 96h | Shiga inhibitor | Cycloheximide cs |
| --- | --- | --- | --- | --- | --- | --- | --- | --- |
| 25 | NCCCC[C@H]1CNC(=S)N1CCCCC1CCCCC1 | 22% | -4% | 0% | -6% | 48%[activator] | -6 | 1 |
| 26 | C=CCNC(=O)c1cnn(-c2ccccc2)c1-c1ccccc1 | 6% | 10% | 0% | -8% | ? | 17 | -3 |
| 27 | COCCOc1cc2ncnc(N3CCC(C(=O)O)CC3)c2cc1OCCOC | -5% | 3% | 2% | 15% | 32%[activator] | -6 | -2 |
| 28 | CCOC(=O)N1CCN(C(=O)c2ccc(Cn3c(=S)[nH]c4ccc(Br)cc4c3=O)cc2)CC1 | 12µM* | 6% | -20% | 13% | 3.7µM* | -3 | 1 |
| 29 | NC(=O)CC(NC(=O)c1cccc(Br)c1)c1ccc(NC2CCCCCCCCCCC2)c([N+](=O)[O-])c1 (centres undefined) | 13% | 6% | -9% | -6% | ? | -4 | -2 |
| 30 | Cc1cccnc1NC(=O)CCCc1c[nH]c2ccccc12 | 105%[activator] | -2% | 3% | 0% | ? | -3 | 3 |
| 31 | CC(=O)Oc1ccc(/C=N/NC(=O)c2ccc(N(C)S(=O)(=O)c3ccccc3)cc2)cc1 | -21% | -7% | 14% | 5% | ? | 31 | -2 |
| 32 | CCS(=O)(=O)n1nc(-c2ccccc2)cc1N | / | 4% | -4% | -6% | 1.3µM* | -3 | -3 |

Compound profiles, as listed above. Screens in order: Pf growth 48h | LmPK inh | Tb PYK inh | AMA1-RON2 inh | Pf growth 96h | Shiga inhibitor | Cycloheximide cs
CCCCn1c(=O)n(C)c(=O)c2c(C(F)(F)F)cc(-c3ccncc3)nc21 reads ? | 0% | 0% | -10% | / | -23 | -1
Cc1cc(=O)[nH]c(N/N=C/c2ccc(F)cc2)n1 reads 40%[activator] | -16% | 3% | 78%[activator] | -53% | 9 | 13*
Cc1cc(C)c(S(=O)(=O)N2CCCCC2CCNC(=O)C(=O)NC2CC2)c(C)c1 (centres undefined) reads 9.3µM* | / | -6% | 3% | ? | / | /
C[n+]1cccc2cccc([O-])c21 reads 3.3µM* | -3% | -4% | ? | ? | -4 | 1

(list continues)
| entry | molecule | Pf growth 48h | LmPK inh | Tb PYK inh | AMA1-RON2 inh | Pf growth 96h | Shiga inhibitor | Cycloheximide cs |
| --- | --- | --- | --- | --- | --- | --- | --- | --- |
| 33 | Cc1cccc(-n2cc(CNCCN3CCOC3=O)c(-c3cccc(F)c3)n2)c1 | -1% | 2% | 0% | -4% | 14% | 14 | 9 |
| 34 | NC(C(=O)O)[C@@H]1CC(Cl)=NO1 (some centres undefined) | -97% | / | -2% | / | ? | / | / |
| 35 | O=C(OCc1nnn(Cc2ccccc2)c1-c1c(COC(=O)c2ccccc2)nnn1Cc1ccccc1)c1ccccc1 | 3.3µM* | 8% | 0% | -25% | 1.9µM* | -3 | 0 |
| 36 | COc1cccc(-c2nc(N3CCN(c4ccccc4)CC3)c3ccccc3n2)c1O | ? | 3% | -5% | -2% | ? | 14 | 8 |
| 37 | Cc1cc(=O)n2c3ccccc3n(CC(O)CN3CCC(C)CC3)c2c1C#N (centres undefined) | ? | -1% | -7% | -3% | ? | -11 | -3 |
| 38 | Cc1ccc(C)c(CN2C(=O)C3(OCCCO3)c3ccccc32)c1 | -13% | 4% | -20% | 12% | 5% | -11 | -2 |
| 39 | COc1ccc(S(=O)(=O)N2CCOC2CNC(=O)C(=O)NCCN2CCOCC2)cc1OC (centres undefined) | 10% | -9% | -7% | 5% | -28% | -25 | -4 |
| 40 | COc1ccc(OC)c(NC(=O)CCN2C(=O)c3cccc([N+](=O)[O-])c3C2=O)c1 | -9% | 3% | -4% | -5% | 0% | -14 | -1 |

(further entries)
| entry | molecule | Pf growth 48h | LmPK inh | Tb PYK inh | AMA1-RON2 inh | Pf growth 96h | Shiga inhibitor | Cycloheximide cs |
| --- | --- | --- | --- | --- | --- | --- | --- | --- |
| 41 | Cc1cc(C)c(NS(=O)(=O)c2c(C)noc2C)c(C)c1 | -9% | 0% | 5% | 4% | ? | 0 | -8 |
| 42 | CC(=O)NC1C(OCc2cccc(Br)c2)OC(COC(C)=O)C(OC(C)=O)C1OC(C)=O (centres undefined) | 32%[activator] | -4% | 25% | 3% | -27% | -6 | 12 |
| 43 | N[C@@H](C(=O)N[C@@H]1C(=O)N2C(C(=O)O)=C(Cl)CS[C@H]12)c1ccccc1 | -13%&-11% | 4% | -9%&-1% | -19% | ? | -4&-5 | -2&-2 |
| 44 | O=C(/C=C/c1ccco1)NCC1OCCc2ccccc21 (centres undefined) | 8% | 7% | ? | 1% | 20% | 17 | -1 |
| 45 | CC(C)CCOc1ccc(C2=NNC(=O)CC2)cc1 | 63%[activator] | -8% | -8% | 18% | 92%[activator] | 43* | 26* |
| 46 | COC(=O)C1=C(C)N(C)C(=O)NC1c1c(OC)ccc2ccccc12 (centres undefined) | -9% | 0% | -20% | -10% | 1% | 4 | -5 |
| 47 | O=[N+]([O-])c1ccc(C2CC(c3ccccc3)=Nc3ccccc3S2)cc1 (centres undefined) | ? | 2% | -4% | -22% | 3% | 67* | 57* |
| 48 | O=C(O)c1ccc(O)c(N2C(=O)Nc3ccccc3N2O)c1 | 4% | 5% | -8% | -6%[2.32 µM] | -1% | 20 | -1 |

Structural class, those above with bromine (4)
| entry | molecule | Pf growth 48h | LmPK inh | Tb PYK inh | AMA1-RON2 inh | Pf growth 96h | Shiga inhibitor | Cycloheximide cs |
| --- | --- | --- | --- | --- | --- | --- | --- | --- |
| 23 | CCOC(=O)[C@H]1[C@H]2COc3ccc(Cl)cc3[C@@H]2N2C(=O)c3cc(Br)ccc3NC(=O)[C@@]12C | ? | / | 1% | -2% | ? | / | / |
| 28 | CCOC(=O)N1CCN(C(=O)c2ccc(Cn3c(=S)[nH]c4ccc(Br)cc4c3=O)cc2)CC1 | 12µM* | 6% | -20% | 13% | 3.7µM* | -3 | 1 |
| 29 | NC(=O)CC(NC(=O)c1cccc(Br)c1)c1ccc(NC2CCCCCCCCCCC2)c([N+](=O)[O-])c1 (centres undefined) | 13% | 6% | -9% | -6% | ? | -4 | -2 |
| 42 | CC(=O)NC1C(OCc2cccc(Br)c2)OC(COC(C)=O)C(OC(C)=O)C1OC(C)=O (centres undefined) | 32%[activator] | -4% | 25% | 3% | -27% | -6 | 12 |

From PubChem BioAssay
